PMI act hi M6P – PMI (human) activation, high substrate; coupled PMI enzyme assay, resazurin fluorescence, 20 min; active compounds read high; 1 = untreated enzyme, 0 = substrate-free blank; activation factor at 20 µM; P34949; hit rate 0.34% among 190,000;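 active means activation factor of 2 or more at 20 µM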
Target sequence (P34949 whole entry, looked up): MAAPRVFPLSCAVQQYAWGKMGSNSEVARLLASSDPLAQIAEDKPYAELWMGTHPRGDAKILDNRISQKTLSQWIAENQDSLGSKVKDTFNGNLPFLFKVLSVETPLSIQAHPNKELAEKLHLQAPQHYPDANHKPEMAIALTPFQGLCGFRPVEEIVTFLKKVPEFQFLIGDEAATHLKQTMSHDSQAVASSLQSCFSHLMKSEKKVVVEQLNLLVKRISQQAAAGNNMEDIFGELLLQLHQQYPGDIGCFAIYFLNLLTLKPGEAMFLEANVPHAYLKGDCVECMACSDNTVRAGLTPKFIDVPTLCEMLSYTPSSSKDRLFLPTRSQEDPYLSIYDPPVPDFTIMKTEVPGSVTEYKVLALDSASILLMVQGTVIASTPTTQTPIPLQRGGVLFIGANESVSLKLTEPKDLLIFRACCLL
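Test system: human phosphomannose isomerase with PGI, G6PDH, diaphorase coupling enzymes; amount: 15 ng/mL PMI; incubation: enzyme reaction with compound 20 min at room temperature; technique: resorufin fluorescence (Ex 544/Em 590 nm) from resazurin via diaphorase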
RAM network inh – inhibitors of the yeast RAM network; S. cerevisiae dse1pr::URA3 reporter, 5-FOA growth OD615, 2 d; analog-sensitive cbk1-as2 kinase mutant strain; inhibition, % at 50 µM; hit rate 1.8% among 190,000; AID 868;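 active means inhibition above a set limit, 3 SD over mean compound inhibition, cut at about 8.4% in these data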;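 further: 0% = DMSO-only wells with no growth and 100% = 10 µM 1-NA-PP1 full growth; inhibition rescues growth on 5-FOA so higher OD means more RAM inhibition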
Hsp70 activator – transcriptional activators of Hsp70. HeLa Hsp70 promoter luciferase reporter, luminescence; scaled: vehicle 0, proteasome-inhibitor control 100%. activation, % at 10 µM. hit rate 0.04% among 200,000;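 active means activation above the mean across all tested compounds plus 3 SD, cutoff set per campaign, cut at about 5.5% in these data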;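 further: 100% = MG132 at 30 µM as the positive control and 0% = DMSO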
Diaphorase act – diaphorase activation or chemical reduction counter-screen | hit rate 0.005% among 190,000 | Diaphorase/resazurin coupled assay, resorufin fluorescence, 16 min; active compounds read high; 1 = vehicle wells, 0 = NADH-free wells | activation factor at 20 µM;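 active means diaphorase activity raised at least twofold by the compound at 20 µM; inactive means activation factor below 2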
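Material: purified diaphorase enzyme from Clostridium kluyveri; Also added: 0.114 mM NADH and 0.1 mM resazurin, final amounts; Doses: single compound dose of 20 µM, 1% DMSO final; Times: 16 min enzyme reaction, ambient temperature; Detection: resorufin fluorescence, excitation 544 nm, emission 590 nm; Measure: increased resorufin signal from activators or reducing compounds.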
G6PDH CS – inhibits Leuconostoc G6PDH, flagging false hits in G6PDH-based assays; Purified L. mesenteroides G6PDH, diaphorase/resazurin coupled fluorescence, 45 min; hit rate 0.12% among 200,000; inhibition, % at 5 µM; AID 1020
L major viab – inhibitors of Leishmania major promastigote growth; Leishmania major promastigotes, resazurin fluorescence viability; inhibition, % at 10 µM; hit rate 9% among 200,000;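 further: promastigotes grown with compound for 44 hours at 28 °C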
PMI activator – phosphomannose isomerase (human) activation; P34949; purified human PMI, coupled resazurin fluorescence, 20 min; active compounds read high; 1 = vehicle control, 0 substrate-free wells; activation factor at 20 µM; hit rate 0.005% among 190,000;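 active means activation factor of 2 or more at 20 µM, relative to plate controls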
S1P3 antag – blocks the human S1P3 receptor; Q99500; CHO S1P3 NFAT-BLA reporter, FRET fluorescence, antagonist mode; inhibition, % at 4.98 µM; hit rate 0.27% among 170,000; AID 485;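 active means inhibition above the plate cutoff, the mean inhibition of test wells on that plate plus 3 SD, cut at about 28% in these data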;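 further: cells challenged with S1P at its EC80 of 0.8 µM; blue over green emission ratio from cleaved BLA substrate after 4 h stimulation; 0% = S1P-stimulated wells and 100% = unstimulated DMSO-only wells; some compounds past the cut are filed as inactive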
Target sequence (Q99500 whole entry, looked up): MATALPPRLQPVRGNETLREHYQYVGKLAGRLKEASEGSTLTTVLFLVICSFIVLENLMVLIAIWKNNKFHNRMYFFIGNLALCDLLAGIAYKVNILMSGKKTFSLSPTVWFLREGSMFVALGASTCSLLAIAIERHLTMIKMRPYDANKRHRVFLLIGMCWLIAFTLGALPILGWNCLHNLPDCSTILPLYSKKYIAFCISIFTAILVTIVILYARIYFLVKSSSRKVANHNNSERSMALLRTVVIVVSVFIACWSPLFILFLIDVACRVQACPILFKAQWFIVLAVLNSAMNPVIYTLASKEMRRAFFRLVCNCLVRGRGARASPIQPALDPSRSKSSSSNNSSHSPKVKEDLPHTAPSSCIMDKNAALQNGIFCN
TLR4-MyD88 BLA – TLR4-MyD88 interaction inhibition in cells. O00206+Q99836. HeLa CL3-4 TLR4/MyD88 BLA complementation, FRET ratio. inhibition, % at 8.4 µM. hit rate 0.18% among 200,000. AID 861; in the data active means inhibition above about 25%;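 further: 0% = vehicle and 100% = reference inhibitor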
Redox H2O2 prof – compounds producing H2O2 with reducing agent – biochemical, NIH compound library profiling, artefact control for MLSCN library redox annotation, primary screen. DTT-dependent redox cycling H2O2, phenol red/HRP absorbance; 100% = 100 µM peroxide control, 0% = buffer. activation, % at 10 µM. hit rate 0.03% among 200,000;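 active means activation of at least 50% relative to the plate's high and low controls in the primary single-dose screen; inactive means activation below 50%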;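 further: compound incubated with DTT at 0.8 mM final as the reducing agent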
Diaphorase inh – counter-screen for diaphorase-based assays: diaphorase inhibitors and chemical oxidizers. AID 1217. hit rate 0.69% among 190,000. diaphorase resazurin-to-resorufin fluorescence, NADH, 16 min; bacterial (C. kluyveri) enzyme, not human. inhibition, % at 20 µM;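 active means primary screen inhibition at 20 µM above a set limit, cut at about 50% in these data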;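 further: plate controls were DMSO with full reaction for no effect and wells lacking NADH for full effect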
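controls = No-NADH positive control and DMSO neutral control | system = Clostridium kluyveri diaphorase enzyme | timing = reaction incubation of 16 min at room temperature | signal = resorufin fluorescence 544/590 nm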
* hit, by the source's call; · = not tested or not shown. Unless noted, no stated cut-off is given here; in the data, active means inhibition above about 50%; inactive means the rest.

SMILES	Diaphorase act	L major viab	TLR4-MyD88 BLA	Diaphorase inh	PMI act hi M6P	G6PDH CS	Hsp70 activator	RAM network inh	PMI activator	Redox H2O2 prof	S1P3 antag
CC(=O)c1cc(-c2ccccc2)n(CC(=O)N2CCC(C)CC2)c1C	0.9	-1	6	12	0.9	1	-0.4	-0.5	1	-3.5	·
O=C(Nc1ccc(Oc2ccc(S(=O)(=O)N3CCOCC3)cn2)cc1)c1ccco1	·	-1	10	·	·	·	-0.3	4.5	·	1.9	24
O=C(c1ccccc1NS(=O)(=O)c1ccc(F)cc1)N1CCCC1	0.9	4	15	12	1	-2	-0.4	1.4	1	1.9	·
CCOC(=O)c1cc(-c2ccc(C)cc2)n(CCC(=O)NCCN(C)C)c1C	1	23	-10	4	0.9	11	0.5	0.1	0.9	-1.2	-4
Cc1cc2occ(CC(=O)NC3CCCc4ccccc43)c2cc1C (stereo unspecified)	1	5	-6	2	1	11	0.1	4.7	0.8	0.0	-5
COc1cccc(C2CC(=O)N3CN(c4ccccc4F)CSC3=C2C#N)c1 (stereo unspecified)	0.6	0	-2	41	1.1	13	-0.2	2.0	0.8	-1.0	-50
CC1=NN(C(C#N)c2cccc([N+](=O)[O-])c2)C(C)(C)C1 (stereo unspecified)	1	33	7	4	1.1	2	-0.5	0.3	1.1	-0.4	-9
OCCSc1ncnc2c1oc1ccccc12	1	-1	2	-2	1	14	-0.3	1.1	1	-0.1	10
CCOc1ccc2[nH]cc(S(=O)(=O)c3ccc(F)cc3)c(=O)c2c1	0.9	-1	5	6	1	0	-0.3	0.0	1.1	-1.3	2
Cc1cccc(NC(=O)CSc2nnc(-c3ccco3)c(-c3ccco3)n2)c1	0.5	68*	-1	49	0.5	24	-0.3	2.4	1	0.7	4
Cn1c(Cn2cnc([N+](=O)[O-])n2)nnc1SCC(=O)Nc1ccccc1	0.9	-2	-4	9	1	-16	-0.3	0.3	0.9	0.1	-11
COc1cc(C(=O)Nc2ccccc2C2COC(=O)C2=N)cc(OC)c1OC (stereo unspecified)	0.9	1	-13	11	0.9	2	-0.1	1.1	0.9	-0.5	0
O=C(CNc1cccc(Cl)c1)NNC(=S)NCc1ccccc1	1	4	-6	4	1.1	10	-0.4	1.4	1	-1.0	-18
O=C(c1cc2sccc2n1Cc1ccc(F)cc1)N1CCCc2ccccc21	0.9	78*	3	15	0.8	2	-0.4	4.2	0.9	0.5	·
C/C(=C\C(=O)c1ccc(Cl)s1)N(C)C	1.1	-2	15	-13	1.1	2	0.0	1.6	1	0.8	-5
O=C(Oc1ccccc1[N+](=O)[O-])c1cccnc1	0.9	-5	9	6	1	2	-0.3	3.5	1	-4.0	·
Cc1ccc(-n2c(C)cc(C(=O)COc3cccnc3[N+](=O)[O-])c2C)cc1	0.7	-2	1	35	0.5	-9	-0.4	2.3	0.6	-0.2	-9
Cc1cc(C)cc(Oc2ncnc3c2ncn3Cc2c(Cl)cccc2Cl)c1	0.7	-3	-6	25	0.9	-2	-0.4	2.0	0.8	0.2	·
NC(=O)c1ccc(NCC2COc3ccccc3O2)c([N+](=O)[O-])c1 (stereo unspecified)	0.9	12	-4	9	1	-3	-0.3	7.8	1	-1.1	1
CCNc1nc(NCC)n2c(SCc3nc4ccccc4c(=O)[nH]3)nnc2n1	0.8	3	-3	23	0.9	-49	-0.2	0.7	1	0.1	17
COC(=O)C1(C(O)C(=O)c2ccc(C)cc2C)CCCCC1 (stereo unspecified)	0.9	-1	-3	14	0.9	-6	-0.2	1.3	0.9	0.6	15
Cc1cccc(-c2noc(CN(C(C)C)S(=O)(=O)c3ccc(F)cc3)n2)c1	0.8	-1	-10	22	0.8	6	0.3	8.5*	0.8	4.2	24
Cc1c(C(=O)Nc2ccccc2Cl)oc2ccc(S(=O)(=O)N3CCC4(CC3)OCCO4)cc12	0.9	-2	9	13	0.9	5	0.0	7.1	0.9	2.5	-5
Clc1cccc(-c2nnc(SCc3nc4ccccc4[nH]3)n2Cc2ccco2)c1	0.8	16	2	15	0.9	2	-0.4	1.1	0.9	0.1	4
COCCN1C=C(C(=O)OC)C(c2ccccc2C(F)(F)F)C(C(=O)OC)=C1	1	20	-11	4	1	2	-0.3	1.1	1	1.5	·

An excerpt from above in order of length of the SMILES, descending.
SMILES	Diaphorase act	L major viab	TLR4-MyD88 BLA	Diaphorase inh	PMI act hi M6P	G6PDH CS	Hsp70 activator	RAM network inh	PMI activator	Redox H2O2 prof	S1P3 antag
Cc1ccc(-n2c(C)cc(C(=O)COc3cccnc3[N+](=O)[O-])c2C)cc1	0.7	-2	1	35	0.5	-9	-0.4	2.3	0.6	-0.2	-9
Cc1cccc(-c2noc(CN(C(C)C)S(=O)(=O)c3ccc(F)cc3)n2)c1	0.8	-1	-10	22	0.8	6	0.3	8.5*	0.8	4.2	24
O=C(c1ccccc1NS(=O)(=O)c1ccc(F)cc1)N1CCCC1	0.9	4	15	12	1	-2	-0.4	1.4	1	1.9	·

(further entries)
SMILES	Diaphorase act	L major viab	TLR4-MyD88 BLA	Diaphorase inh	PMI act hi M6P	G6PDH CS	Hsp70 activator	RAM network inh	PMI activator	Redox H2O2 prof	S1P3 antag
FC(F)(F)c1cc(C(F)(F)F)n2nc(-c3sccc3-n3cccc3)cc2n1	0.9	-1	10	12	1	2	-0.1	4.9	1	-6.0	·
O=C(CSc1nnc(COc2cccc3cccnc23)o1)N1CCCC1	0.9	-4	-6	10	0.9	10	-0.2	2.2	0.9	-0.3	-6
COc1ccc(CNC(=O)Cn2nc(Cc3cccnc3)c3ccccc3c2=O)cc1	0.9	-6	4	13	1	-8	-0.2	0.3	1	-0.7	·
CC(=O)c1c(C)[nH]c(C(=O)COC(=O)CCCOc2ccccc2)c1C	0.8	-9	2	20	0.8	-7	-0.3	4.1	1	-1.1	8
COCCNC(=O)CCc1ccc(S(=O)(=O)Nc2ccc(C)cc2)cc1	1	0	-1	2	1.1	3	-0.5	-0.3	1	0.1	·
COc1ccc(-c2cc(-c3ccc(F)cc3)nc(N3CCN(C)CC3)n2)cc1	·	40	-10	·	·	·	-0.1	0.6	·	5.4	2
Cc1ccc([N+](=O)[O-])cc1N=C(c1cccc(Br)c1)N1CCOCC1	0.8	10	-3	16	0.9	3	-0.2	1.4	0.9	-9.7	·
CC(Sc1nc(-c2ccccc2)cc(C(F)(F)F)n1)C(=O)N1CCCCC1 (stereo unspecified)	0.9	5	8	12	0.9	3	-0.1	2.9	0.9	1.6	·
CCOC(=O)CNC(=S)N(Cc1ccccc1F)C1CCCCC1	0.9	-1	-4	14	1	10	-0.2	0.8	0.9	0.8	19
COc1ccc(NC(=O)N2CCCc3ccccc32)cc1	0.9	-3	-7	11	1	2	-0.6	-0.2	1.1	1.6	-22
C=C(C)CN(CC)C(=O)CC1C(=O)NCCN1Cc1c(F)cccc1Cl (stereo unspecified)	·	-5	-11	·	·	3	0.1	3.4	·	0.3	-18
Cc1cccc(C(=O)NCC(=O)N2CC(=O)Nc3ccccc32)c1	0.9	-3	-3	10	0.9	9	0.0	1.6	1	0.1	-3
O=C(CSc1nnc(-c2ccc3c(c2)OCO3)n1-c1ccccc1)c1ccccc1	0.9	5	0	10	0.9	-22	-0.1	2.3	0.8	-0.6	-10
CC(=O)C1=C(C)NC(SCC(N)=O)=C(C#N)C1CC(C)C (stereo unspecified)	1	0	-7	4	1.3	5	-0.1	-0.5	1.3	-0.2	6
Cc1cc(=O)c2ccccc2n1Cc1ccccc1	0.8	14	-8	19	0.9	6	-0.6	1.1	0.9	-0.1	-2
CCCCNC(=O)C1CC(=O)N(C2CCCC2)C1 (stereo unspecified)	0.8	-3	-14	21	0.9	1	-0.2	3.6	0.9	0.1	·
Cc1cccc(Nc2nc(N)nc(CN3CCC(C)CC3)n2)c1C	1.1	9	-9	-9	1.1	-1	-0.7	0.5	1.1	3.3	-26
O=C1CC(N(CCc2ccccc2)C(=S)Nc2ccccc2)C(=O)N1c1ccccc1 (stereo unspecified)	0.7	29	-7	28	0.9	-2	-0.2	7.6	0.9	-0.5	7
O=C(CCc1ccccc1)Nc1ccccc1C(F)(F)F	0.9	-1	5	10	1	9	-0.6	0.5	0.9	-0.2	-8
CCc1cc2c(=O)n(-c3ccc(C)cc3)cnc2s1	0.9	0	-17	6	1	12	1.2	0.2	1	1.5	·
O=C(NC(=S)NCc1ccc(F)cc1)c1ccccc1	0.9	-6	-2	9	1	-2	-0.2	2.1	0.9	-0.5	-5
C/C(=N\NC(=O)c1nn(C)cc1Br)c1cccc(NC(=O)c2ccncc2)c1	0.9	63*	5	9	1.2	7	-0.1	0.9	1.2	0.1	-2
CC(Oc1ccc(F)cc1)C(=O)Nc1ccc2ccccc2c1 (stereo unspecified)	0.9	-5	0	8	1	4	-0.5	1.2	1	0.0	·
O=C(NCc1ccco1)c1cc(-c2ccco2)on1	0.9	6	0	8	1	0	0.1	0.0	1	-1.2	-16
c1ccc(C(c2nnnn2Cc2ccco2)N2CCN(c3nc4ccccc4s3)CC2)cc1 (stereo unspecified)	0.9	98*	3	10	0.9	6	0.1	3.8	0.9	0.3	·
Cc1ccccc1OCCCCCNCCO	0.9	62*	-2	15	0.9	11	0.0	0.6	0.9	-1.4	-32
O=[N+]([O-])c1ccc(-n2nnnc2-c2ccccc2)cc1	0.9	7	8	14	1	-5	-0.1	0.8	1	8.7	5
Cc1nnc(SCc2cn3ccsc3n2)n(N)c1=O	0.9	-2	3	5	1.1	6	-0.2	0.2	0.9	3.2	-16
COc1cc(C2NC(=O)NC(O)(C(F)(F)F)C2C(=O)c2ccc(Cl)cc2)ccc1O (stereo unspecified)	0.9	-9	-17	9	1	7	-0.4	-0.1	1	1.7	-18
COC(=O)C1(NC(=O)NC23CC4CC(CC(C4)C2)C3)CCCCC1	0.9	5	13	15	1	9	0.2	1.6	1	-0.1	-5
O=C(CN(Cc1ccccc1Cl)C(=O)Cn1nnc(-c2cccs2)n1)NCC1CCCO1 (stereo unspecified)	0.9	19	-8	12	1	11	-0.2	0.9	1	-0.6	17
COc1ccc(C(=O)OCC(N)=O)cc1[N+](=O)[O-]	0.9	-3	-7	10	1	0	-0.2	0.5	1.1	0.1	1
Cc1cc(=O)oc2ccc(OCC(=O)N3CCC(C)CC3)cc12	0.7	9	-8	31	0.9	-16	0.1	2.9	0.9	1.9	-11

From PubChem BioAssay
